High-throughput results: PubChem, National Center for Advancing Translational Sciences (NCATS)
GLP-1R inv ag – qHTS of GLP-1 Receptor Inverse Agonists (Inhibition Mode); HEK293 GLP-1R CRE-luciferase, luminescence, 24 h; GLP-1R form is constitutively active; Potency, µM (titrated, usually from 38.3 µM), for inactives: at the highest dose activity change, negative = inhibition, most hits filed as inhibitors; actives 1.6% (n = 410,000); AID 624417, 2012; note: potency is the fitted concentration of half-maximal effect; % is set by controls: 0 for no effect and ±100 for the full control effect; nearly all actives have a fitted effect of over 55% in size
Target sequence (P43220 whole entry, looked up): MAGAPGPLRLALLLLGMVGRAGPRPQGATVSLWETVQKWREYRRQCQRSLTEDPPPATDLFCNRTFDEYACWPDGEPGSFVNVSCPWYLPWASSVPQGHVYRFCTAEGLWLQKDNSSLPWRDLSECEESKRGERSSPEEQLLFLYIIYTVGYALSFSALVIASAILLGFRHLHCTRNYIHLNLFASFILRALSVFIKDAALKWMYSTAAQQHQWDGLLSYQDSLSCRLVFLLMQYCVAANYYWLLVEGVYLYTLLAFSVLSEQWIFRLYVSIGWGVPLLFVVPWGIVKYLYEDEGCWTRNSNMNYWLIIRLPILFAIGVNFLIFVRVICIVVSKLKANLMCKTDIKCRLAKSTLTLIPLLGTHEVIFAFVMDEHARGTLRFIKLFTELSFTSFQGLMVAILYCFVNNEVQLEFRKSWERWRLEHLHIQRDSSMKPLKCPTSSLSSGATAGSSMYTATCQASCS
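Inverse agonists were sought by their lowering of basal cAMP reporter luciferase output in HEK293 cells stably carrying constitutively active human GLP-1R, after 24 h compound treatment.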
PTHR1 ag – qHTS for PTHR1 Agonists: Primary Screen | actives 0.075% (n = 410,000) | Parathyroid hormone/parathyroid hormone-related peptide receptor (Homo sapiens), Q03431 | AID 743266, 2014 | Potency, µM (titrated, usually from 115 µM), without a hit: at the highest dose activation, hits mostly activators | HEK293 GP2 PTHR1 cells, GloSensor cAMP luminescence, 1 h; note: potency is the fitted concentration of half-maximal effect; nearly all actives have a fitted effect of over 55% in size; some results filed as inactive show a strong effect at the top dose; inactives centre near -15; many of its hits are not listed in these tables
Target sequence (Q03431 whole entry, looked up): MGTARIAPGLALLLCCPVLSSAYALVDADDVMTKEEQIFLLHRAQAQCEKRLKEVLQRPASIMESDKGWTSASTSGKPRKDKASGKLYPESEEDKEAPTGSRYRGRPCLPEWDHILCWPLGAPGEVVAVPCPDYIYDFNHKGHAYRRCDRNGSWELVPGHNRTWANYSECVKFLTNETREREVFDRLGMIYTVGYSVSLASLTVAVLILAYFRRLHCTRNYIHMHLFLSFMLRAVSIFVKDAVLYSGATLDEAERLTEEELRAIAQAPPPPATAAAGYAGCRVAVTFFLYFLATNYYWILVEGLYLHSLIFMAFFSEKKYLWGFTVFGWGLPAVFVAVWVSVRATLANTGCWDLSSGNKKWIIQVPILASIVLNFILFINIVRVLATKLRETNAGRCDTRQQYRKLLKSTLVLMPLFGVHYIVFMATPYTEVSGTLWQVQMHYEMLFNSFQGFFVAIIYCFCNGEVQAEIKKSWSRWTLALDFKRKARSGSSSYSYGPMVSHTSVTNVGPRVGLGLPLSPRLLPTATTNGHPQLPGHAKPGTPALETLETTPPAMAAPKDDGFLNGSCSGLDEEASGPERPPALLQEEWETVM
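HEK-293-derived GP2 cells expressing PTHR1 and a GloSensor cAMP reporter, 3,000/well, plated overnight, given luciferin plus IBMX (each 0.5 mM as added) for 1 h at 37 °C, then compound for 1 h at 37 °C. Luminescence was read after 15 min at room temperature.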
MmCpn inh – Inhibitors of TCP-1 ring complex (TRiC) of Methanococcus maripaludis (MmCpn): qHTS; Chaperonin Mm-Cpn (Methanococcus maripaludis); purified Mm-Cpn ATPase, ADP Transcreener TR-FRET; Potency, µM (doses to about 76.9 µM), for the others: at the top dose activity, negative = inhibition, usual class: inhibitors; actives 0.031% (n = 330,000); note: potency is the fitted concentration of half-maximal effect; % is set by controls: 0 for no effect and ±100 for the full control effect; nearly all actives have a fitted effect of over 80% in size
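Reaction buffer contained 30 mM Tris pH 7.4, 100 mM KCl, 5 mM MgCl2 and 1 mM DTT. Mm-CPN (25 nM final) hydrolysed 10 uM ATP over 30 min at 37°C; ADP was read by HTRF.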
FUS yeast rescue – qHTS for Suppressors of FUS Proteinopathy: Primary screen using FUS-linked yeast assay. S. cerevisiae FUS-expressing, growth rescue, OD600, 24 h. Potency, µM (highest dose often 76.6 µM), for inactives: top-dose growth rescue (activation), hits mostly activators. actives 0.24% (n = 390,000). AID 1347120, 2019;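 note: potency is the fitted concentration of half-maximal effect; plate controls were DMSO vehicle for no effect and reference control for full effect; nearly all actives have a fitted effect of over 55% in size; some results filed as inactive show a strong effect at the top dose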
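Yeast FUS proteinopathy model; galactose-induced FUS (2%), starting OD 0.005. Cpds in dilution series, 24hr, 30C, 99% humidity. Abs 600 nm growth. Pos ctrl CP55940 (top 92uM final); neg ctrl DMSO.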
Abeta rescue – qHTS for compounds that reverse cellular toxicity of Amyloid beta (A-beta) peptide in yeast: Primary Screen; actives 0.063% (n = 410,000); yeast expressing A-beta42, growth rescue, OD600, 48 h; response scale: 0% DMSO, 100% iron-clioquinol control; Potency, µM (top dose mostly 46.1 µM), inactives show top-dose growth rescue, hits mostly activators; note: potency is the fitted concentration of half-maximal effect; nearly all actives have a fitted effect of over 55% in size
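Yeast growth medium received pinned compounds, then yeast cells expressing toxic A-beta were added; plates incubated at 30 C for 48 hr. Growth read as absorbance at 600 nm, normalized to DMSO and equimolar FeCl3 plus clioquinol controls.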
TDP43 rescue – qHTS of TDP-43 Inhibitors; TDP-43 expressing yeast growth rescue, BacTiter-Glo, 24 h; AID 652104, 2013; Potency, µM (highest dose often 46.1 µM), for the others: top-dose growth rescue (activation), hits mostly activators; actives 1.8% (n = 410,000); note: potency is the fitted concentration of half-maximal effect; % of control where 0% means no effect; nearly all actives have a fitted effect of over 50% in size
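In this qHTS, compounds that restore growth of yeast expressing TDP-43 appear as activators. Cells (OD600=0.02, galactose medium, raffinose-pregrown) are incubated with compound 24 hr at 30 deg C and growth is quantified by BacTiter-Glo.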
aSyn yeast inh – qHTS of alpha-syn Inhibitors; actives 0.14% (n = 370,000); Potency, µM (series often up to 46.1 µM), for the others: top-dose growth rescue (activation), usual class: activators; Yeast expressing alpha-synuclein, growth rescue, BacTiter-Glo, 24 h; note: potency is the fitted concentration of half-maximal effect; % of control where 0% means no effect; nearly all actives have a fitted effect of over 65% in size
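Galactose-induced alpha-syn yeast (OD600=0.02, raffinose-pregrown) + pinned cpd, 24 hr, 30 deg C; growth by BacTiter-Glo luminescence. Growth restoration scores as activation.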
pAkt inh – HTS Assay for Inhibitors of Akt Phophorylation: Primary Screen | Neuro2A IGF-stimulated pAkt S473 HTRF, 20 min; hits give low values | activity change, % for hits at 50 µM | actives 0.32% (n = 360,000) | AID 651550, 2012; in the data active = activity change below about -80%; inconclusive = mostly about -51% to -80%; note: % is set by controls: 0 for no effect and ±100 for the full control effect
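Single-point screen (50 µM final compound) in Neuro2A cells stimulated 20 min with 6 nM IGF at 37 deg C. After lysis, Ser473-phosphorylated Akt read by HTRF (ex 330 nm, em 615/665 nm) as the 665/615 ratio.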
GLP1R cytotox – qHTS of GLP-1 Receptor Inverse Agonists: Cytotox Screen; HEK293 cAMP-luciferase reporter cells, luminescence, 24 h; Potency, µM (doses to about 38.3 µM), without a hit: at the top dose activity change, negative = inhibition, actives largely listed as inhibitors; actives 0.13% (n = 410,000);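 note: loss of luciferase light is scored as toxicity; potency is the fitted concentration of half-maximal effect; % is set by controls: 0 for no effect and ±100 for the full control effect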
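MLSMR compounds, 24 hr on cells at 37 deg C/5% CO2; luminescence after luciferase reagent (12 min RT). Inhibition counted as the undesired cytotoxic outcome.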
The depositor's hits bear a star; i = inactive; ? = inconclusive; . = not tested or not shown; [ ] = dose if it differs, or a comment. Unless noted, calls come from the whole dose curve; as a rule, active = well fitted curve in the direction sought with a large enough effect; inconclusive = small, poorly fitted or top-dose-only effect, or another doubt; inactive = no such curve, though single readings can be large; an effect the other way counts as inactive or inconclusive. This is a subset; the hit share may differ from the screen's.

Start of the listing, in advance (five entries):
SMILES	GLP-1R inv ag	PTHR1 ag	MmCpn inh	FUS yeast rescue	Abeta rescue	TDP43 rescue	aSyn yeast inh	pAkt inh	GLP1R cytotox
CCC1=C(OC(=O)N(CC)CC)N2C(=O)OC(=NCCc3c[nH]c4ccccc34)[C@]2(Cc2ccccc2)[C@H]2C1=CC[C@H]1C(=O)NC(=O)[C@H]12	?	-20%	1%	40%	10%	3%	2%	i	?
CCOC(=O)c1ccc(P(=O)(c2ccccc2)c2ccccc2)cc1	-5%	i	0%	-14%	4%	6%	10%	i	5%
O=C(O)c1cnc(-c2ccccc2)nc1Sc1ccc(Cl)cc1	-12%	i	1%	-9%	-6%	-10%	9%	i	14%
O=C(c1ccc(=O)n(Cc2ccc(Cl)c(Cl)c2)c1)N1CCOCC1	0%	i	-1%	5%	17%	15%	-15%	i	-15%
Cc1ccc(S(=O)(=O)c2cc3ccccc3oc2=Nc2ccc3c(c2)OCO3)cc1	27%	-8%	0%	5%	11%	4%	-4%	i	-3%

The list itself (from the top)
SMILES	GLP-1R inv ag	PTHR1 ag	MmCpn inh	FUS yeast rescue	Abeta rescue	TDP43 rescue	aSyn yeast inh	pAkt inh	GLP1R cytotox
CCC1=C(OC(=O)N(CC)CC)N2C(=O)OC(=NCCc3c[nH]c4ccccc34)[C@]2(Cc2ccccc2)[C@H]2C1=CC[C@H]1C(=O)NC(=O)[C@H]12	?	-20%	1%	40%	10%	3%	2%	i	?
CCOC(=O)c1ccc(P(=O)(c2ccccc2)c2ccccc2)cc1	-5%	i	0%	-14%	4%	6%	10%	i	5%
O=C(O)c1cnc(-c2ccccc2)nc1Sc1ccc(Cl)cc1	-12%	i	1%	-9%	-6%	-10%	9%	i	14%
O=C(c1ccc(=O)n(Cc2ccc(Cl)c(Cl)c2)c1)N1CCOCC1	0%	i	-1%	5%	17%	15%	-15%	i	-15%
Cc1ccc(S(=O)(=O)c2cc3ccccc3oc2=Nc2ccc3c(c2)OCO3)cc1	27%	-8%	0%	5%	11%	4%	-4%	i	-3%
COCCNC(=O)c1onc(CCl)c1C(=O)OC	-13%	-8%	2%	-13%	-2%	17%	-4%	i	-8%
O=C(N/N=C/C=C/c1ccccc1[N+](=O)[O-])c1cc(-c2cccnc2)nc2ccccc12	0%	-19%	1%	-19%	1%	18%	-4%	i	1%
CNC(=O)C12CCC(C)(c3nc4cc(C)c(C)cc4nc31)C2(C)C (stereo not given)	0%	i	1%	2%	0%	-15%	5%	i	-6%
COc1ccc(CCN(C)Cc2cccc3ccccc23)cc1OC	?	-16%	0%	-6%	-1%	5%	-5%	i	6%
CCOc1ccccc1/C=C(\C#N)C1=CCCC1	?	i	0%	13%	18%	-16%	-1%	i	-2%
Cc1ccccc1S(=O)(=O)N1[C@@H](c2ccc(Cl)cc2)C(C(=O)O)=CC[C@H]1c1ccc(Cl)cc1	8.9µM*	-32%[inhibitor]	-1%	-8%	-27%	18%	5%	i	-18%
O=C(CN1CCCC1)Nc1ccccc1C(=O)c1ccccc1	?	-13%	-2%	-9%	6%	8%	0%	i	0%
Nc1c(-c2cccs2)cnc2c(-c3ccc(F)cc3)cnn12	-11%	-42%[inhibitor]	-21%	-27%	19%	10%	-3%	i	-23%
COc1ccc(/C=C/C(=O)NCc2ccccn2)cc1	25%	-7%	-1%	-9%	19%	7%	8%	i	1%
CSc1c(-c2ccccc2)nc2ccc(Cl)cc2c1C(=O)O	5%	-35%[inhibitor]	2%	22%	2%	-4%	0%	i	4%
NC(=O)c1ccc(NC(=O)C2CCCO2)cc1 (stereo not given)	5%	i	1%	3%	-3%	-1%	6%	i	-15%
O=C1CCCc2cc(S(=O)(=O)N3CCCC(C(=O)NCc4ccccc4Cl)C3)ccc2N1 (stereo not given)	-13%	-21%	.	-12%	-13%	13%	2%	.	-9%
CC(C)C(CO)N1CCN(Cc2ccccc2)CCC1=O (stereo not given)	4%	i	2%	-23%	-5%	3%	-7%	i	1%
COc1cc(C(=O)C(=O)N2CCN(c3ccc(C)cc3)CC2)cc2ccccc12	-15%	-47%[inhibitor]	.	8%	-3%	17%	-2%	i	2%
Cc1nc2ccccc2nc1OCC(=O)Nc1cc(C(F)(F)F)ccc1N1CCOCC1	35%[activator]	i	-1%	-10%	22%	11%	2%	i	-1%
Clc1ccc(C2=NN=C3COc4ccccc4N3C2)cc1	-1%	-12%	1%	-27%	-3%	17%	-2%	i	-9%
CCOC(=O)C1CCN(S(=O)(=O)c2ccc3c(c2)CC(=O)N3)CC1	12%	i	0%	4%	5%	0%	-3%	i	6%
Cc1cc(C(=O)Nc2ccc(N3CCCCC3)cc2)no1	?	i	1%	-10%	2%	-1%	3%	i	-21%
CCCC(=O)NC(NC(=S)Nc1ccc(S(N)(=O)=O)cc1)C(Cl)(Cl)Cl (stereo not given)	-13%	25%	0%	.	-8%	15%	-11%	i	12%
CC(C)c1ccc(/C=N/NC(=O)C2CCCC2)cc1	?	-11%	0%	-6%	8%	-1%	1%	i	1%
c1ccc2sc(Nc3nc4cc5c(cc4s3)OCO5)nc2c1	?	-16%	-3%	25%	12%	-5%	-17%	i	40%[activator]
CCOC(=O)N1CCC(NC(=O)c2cc(C(=O)Nc3cccc(OC)c3)ccc2CO)CC1	9%	i	1%	25%	-4%	-14%	-1%	i	-5%
O=C1NC[C@H](Cc2ccccc2)N(C[C@@H]2CCCN2C[C@H](Cc2ccc(O)cc2)N2C[C@H](Cc3ccc(O)cc3)N(CC3CCCCC3)C(=O)C2=O)C1=O	19%	9%	.	20%	1%	10%	0%	i	-6%
COc1cccc2sc(N(Cc3cccnc3)C(=O)Cc3ccccc3)nc12	?	-62%[inhibitor]	.	44%	-3%	?	.	.	1%
O=C(Nc1ccc2c(c1)OCO2)C1CC(c2ccccc2Cl)=NO1 (stereo not given)	1%	-2%[57.5 µM]	-1%	17%	-16%	?	11%	i	-18%
CC(=O)Nc1ccc(S(=O)(=O)NC2=NCN(CCO)CN2)cc1	13%	i	.	3%	-17%	-16%	.	.	6%
NC(CC(=O)O)c1cccc(OCc2ccccc2)c1 (stereo not given)	8%	i	3%	-15%	3%	11%	-2%	i	-26%
C=C(C1=CCN(S(=O)C(C)(C)C)[C@@H]1CCO)c1ccccc1 (stereo not given in full)	?	-10%	.	-4%	-6%	-3%	-2%	i	23%
Cc1cc(C)c2nc(NC(=O)c3ccc(S(=O)(=O)N4CCC(C)CC4)cc3)sc2c1	3%	-18%	.	-6%	-12%	14%	-5%	.	-14%
Cc1ccc(NCc2nc(SCC(=O)Nc3ccccc3)n[nH]2)cc1	-9%	i	0%	12%	-11%	-14%	-1%	i	-5%
CCOC(=O)c1c(C)oc2nc(C)nc(NCC3CCN(Cc4cccc(Cl)c4)CC3)c12	-8%	-8%	.	2%	-22%	-5%	.	.	0%
CCN(CC)C(=O)CSc1nc2cc3c(cc2c(=O)n1CCCCCC(=O)NCCc1ccc(OC)c(OC)c1)OCO3	12%	-22%	.	36%	5%	-2%	.	.	-4%
COc1ccccc1C(=O)Oc1c(Sc2ccccc2)c(C)nn1C(C)(C)C	-15%	i	.	23%	-31%[inhibitor]	5%	.	.	-6%
COc1cc(C(=O)N2CCCCC2c2cc(C(=O)NCc3cccnc3)no2)cc(OC)c1C (stereo not given)	31%	i	.	25%	-7%	10%	4%	i	-2%
O=C(Cc1ccc(Cl)cc1)Nc1ccc(C(=O)N2CCOCC2)cc1	-9%	14%	-5%	-30%	7%	-2%	1%	i	-1%
O=C(Cn1cc2c(n1)CCCC2)NCc1ccccn1	15%	10%	-2%	4%	-11%	-2%	0%	i	15%
O=C(COc1coc(CN2CCc3ccccc3C2)cc1=O)Nc1ccc([N+](=O)[O-])cc1	-10%	i	1%	4%	-1%	12%	-1%	i	20%
O=C(O)CC(CC(=O)O)c1ccsc1	2%	i	1%	-18%	4%	22%	-8%	i	-7%
CCN(CC)S(=O)(=O)c1ccc(NC(=O)c2cccs2)cc1	?	-29%	-3%	29%	-1%	14%	-1%	i	11%
O=C(C1CCN(S(=O)(=O)Cc2ccccc2)CC1)N1CCN(c2cccc(C(F)(F)F)c2)CC1	2%	-6%	.	-9%	-25%	4%	.	.	1%
COc1ccccc1C(=O)NCC(=O)OCC(=O)N1CC(C)OC(C)C1 (stereo not given)	1%	i	-4%	-6%	-8%	4%	7%	i	-9%
COc1cc(NC(=O)c2cc(-c3ccccc3O)no2)cc(OC)c1OC	?	i	.	13%	3%	7%[9.22 µM]	.	.	-29%
CCCCn1c(SCc2ncc(-c3ccccc3)o2)nc2cc(S(N)(=O)=O)ccc21	?	-11%[57.5 µM]	-7%	?	12%	-16%	9%	i	-27%
Cc1noc2ncnc(Oc3ccc(Cl)cc3Cl)c12	3%	i	?	-28%	-8%	11%	0%	i	2%
